Screening data: PubChem BioAssay, National Center for Advancing Translational Sciences (NCATS)
RXFP1 antag: qHTS Assay for Antagonists of the Relaxin Receptor RXFP1; Relaxin receptor 1 (Homo sapiens), Q9HBX9; HEK293-RXFP1, relaxin-stimulated cAMP HTRF, 30 min; stronger effect = lower value; activity change, negative = inhibition, % at 57.5 µM; 350,000 tested, 0.59% active; AID 1259400, 2018;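 active = activity change of -60% or lower, but not beyond a set lower limit; inconclusive = change between -60% and -40%, or beyond the set limit; inactive = change above -40%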
Target sequence (Q9HBX9 whole entry, looked up): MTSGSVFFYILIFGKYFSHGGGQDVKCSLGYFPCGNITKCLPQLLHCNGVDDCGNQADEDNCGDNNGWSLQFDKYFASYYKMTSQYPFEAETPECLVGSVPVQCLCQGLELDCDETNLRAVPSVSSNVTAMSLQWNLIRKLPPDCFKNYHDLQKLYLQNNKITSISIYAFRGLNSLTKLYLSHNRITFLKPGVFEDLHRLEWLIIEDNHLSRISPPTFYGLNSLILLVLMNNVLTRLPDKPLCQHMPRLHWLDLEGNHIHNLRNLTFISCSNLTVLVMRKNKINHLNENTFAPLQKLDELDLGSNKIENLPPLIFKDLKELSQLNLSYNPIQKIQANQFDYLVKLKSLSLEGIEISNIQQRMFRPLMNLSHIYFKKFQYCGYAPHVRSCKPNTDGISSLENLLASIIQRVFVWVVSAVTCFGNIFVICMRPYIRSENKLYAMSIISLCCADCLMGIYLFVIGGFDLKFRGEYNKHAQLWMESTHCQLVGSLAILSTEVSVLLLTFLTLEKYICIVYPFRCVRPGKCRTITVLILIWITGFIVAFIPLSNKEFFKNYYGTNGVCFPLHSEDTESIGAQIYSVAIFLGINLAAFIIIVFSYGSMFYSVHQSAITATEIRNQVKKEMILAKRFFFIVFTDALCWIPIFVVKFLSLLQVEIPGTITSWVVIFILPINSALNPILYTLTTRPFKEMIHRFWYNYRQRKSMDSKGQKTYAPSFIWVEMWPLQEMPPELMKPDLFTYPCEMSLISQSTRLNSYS
* = called active by the depositor; ? = inconclusive. % is scaled to controls: 0 for no effect and ±100 for the full control effect.

entry | Molecule | RXFP1 antag
1 | O=C(NN=Cc1ccccc1O)C(O)(c1ccccc1)c1ccccc1 | 10
2 | O=C(Nc1cc2c(cc1[N+](=O)[O-])OCCO2)c1cccnc1 | -1
3 | CCc1cccc(CC)c1NC(=O)C(CC)Sc1nc2ccsc2c(=O)n1CCC(=O)O (stereo not drawn) | 2
4 | COc1ccc(NC(=O)CN2CCc3ccccc3C2)cc1 | -5
5 | Cc1cc(C)n2nc(C(=O)OCC(=O)c3ccccc3)nc2n1 | -14
6 | C[C@@H]1CN([C@H](C)CO)C(=O)CCCn2nncc2CO[C@@H]1CN(C)S(=O)(=O)c1ccc2c(c1)OCCCO2 | 3
7 | CCC(C(=O)NC(=O)NC(C)=O)c1ccccc1 (stereo not drawn) | -4
8 | COc1ccc2[nH]cc(CCNC(C)=O)c2c1 | -8
9 | CCOc1ccc(Br)cc1S(=O)(=O)Nc1ccc(S(=O)(=O)Nc2cc(C)on2)cc1 | 7
10 | COc1ccc(NC(=O)COC(=O)C2CCN(C(=O)c3ccc(Cl)cc3)CC2)c([N+](=O)[O-])c1 | -18
11 | Cc1ccc2c(=O)n3c(nc2c1)C(CC(C)C)NC(=O)c1cccnc1-3 (stereo not drawn) | 2
12 | Cc1ccc(S(=O)(=O)N2CCN(C(=O)COC(=O)c3ncc(Cl)c(Cl)c3Cl)CC2)c(C)c1 | -18
13 | Cc1cc2c(cc(C(=O)OCC(=O)NC3CCCCC3)n2C)o1 | -1
14 | COc1ccc(OC)c(C2C(C(=O)c3ccc(C)o3)=C(O)C(=O)N2CCCN2CCOCC2)c1 (stereo not drawn) | -6
15 | COCCCN1C(=O)C(CC(=O)NCc2cccs2)CC(C(=O)N(C)C)=C1C (stereo not drawn) | 4
16 | CC1=C(C(=O)OCC2CCCCC2)C(c2ccccc2F)NC(=O)N1 (stereo not drawn) | 4
17 | COc1ccc([C@H]2N[C@]3(CCCN(Cc4ccc(F)cc4)C3=O)[C@H]3C(=O)N(C)C(=O)[C@@H]23)cc1 | 8
18 | O=C(C(=O)N1CCN(c2ccccc2F)CC1)c1cn(CC(=O)N2CCCC2)c2ccccc12 | 2
19 | COc1ccc([C@H]2C[C@H](O)[C@@H](n3cc(C4CC4)nn3)CN2CC2CCCCC2)cc1 | -8
20 | COc1ccc(CN2C(=O)C(CC(=O)NCc3cccs3)CC(C(=O)N(C)C)=C2C)cc1 (stereo not drawn) | -5
21 | NS(=O)(=O)c1cc(C(=O)O)c(NCc2ccco2)cc1Cl | 25
22 | O=[N+]([O-])c1ccc(Sc2ccncn2)c([N+](=O)[O-])c1 | 14
23 | O=C(CCNS(=O)(=O)c1ccc(OC(F)(F)F)cc1)Nc1cccc(S(=O)(=O)N2CCCC2)c1 | 2
24 | COc1cccc(CNC(C)C(=O)Nc2ccc(S(=O)(=O)N3CCCC3)cc2)c1 (stereo not drawn) | 4
25 | O=c1[nH]cc(Cc2ccccc2)c(=O)[nH]1 | 1
26 | O=C(OCC(=O)N1CCc2ccccc2C1)c1ccc(O)cc1 | 2
27 | Cc1cccc(-n2ncc3c(=O)[nH]c(SCC(=O)Nc4cc(C)on4)nc32)c1 | -4
28 | COc1ccc(-c2nc(S(=O)(=O)c3ccccc3)c(N3CCN(C)CC3)o2)cc1 | -12
29 | CC1CCC(=NO)C(=NO)C1 (stereo not drawn) | -8
30 | CC(NS(=O)(=O)c1cccc(Cl)c1F)[C@H](O)c1ccccc1 (stereo partly drawn) | -1
31 | CCN(CC)CCOCCn1c(C)ccc1C | -3
32 | CCCCN1C(=O)C(CC(=O)NCCCN(C)C)CC(C(=O)N2CCOCC2)=C1C (stereo not drawn) | -2
33 | COC(=O)[C@H]1C[C@H](OC(=O)NCc2ccccc2)[C@@]2(O)CN(S(=O)(=O)c3ccc(C)cc3)CC2[C@H]1C(=O)OC (stereo partly drawn) | 8
34 | Cc1ccc(/C=C/C(=O)OCC(=O)c2ccc3c(c2)NC(=O)CO3)o1 | -6
35 | O=[N+]([O-])c1cccc(Cn2cnc3c(=S)nc[nH]c32)c1 | -2
36 | CCCCn1cnc2c(SCc3ccccn3)nc(N)nc21 | -5
37 | O=C1NC2C3CC(c4ccccc43)C12 (stereo not drawn) | -5
38 | CN(C)CC/C=C1/c2ccccc2CS(=O)(=O)c2ccccc21 | 7
39 | COCOCCn1cc(CN2CCS(=O)(=O)N(Cc3ccc(-c4ccc(Cl)nc4)cc3)C(CC(C)C)C2=O)nn1 (stereo not drawn) | 2
40 | Cc1cc(=O)c(C(=O)Nc2cccc(C(=O)NC3CC3)c2)nn1-c1ccccc1 | -5
41 | C[C@@H]1CN([C@H](C)CO)C(=O)CCCn2cc(nn2)CO[C@H]1CN(C)C(=O)Nc1ccccc1 | 12
42 | CCCc1c(C(=O)N/N=C/c2ccc(C)o2)nnn1-c1nonc1N | 11
43 | O=C(COC(=O)CCN1C(=O)C2CC=CCC2C1=O)Nc1ccc([N+](=O)[O-])cc1 (stereo not drawn) | -14
44 | O=C(Nc1ccc2oc(=O)c(C(=O)O)cc2c1)Oc1ccccc1 | 14
45 | CC1CCN(C(=O)CNC(=O)c2ccc(Br)o2)CC1 | -8
46 | O=C(c1cccs1)c1c[nH]cc1-c1ccccc1 | -14
47 | CCN(CC)S(=O)(=O)c1cc(NC(=O)CSCc2c(C)noc2C)ccc1C | -10
48 | C[C@@H]1CN([C@H](C)CO)S(=O)(=O)c2ccc(-c3ccc(C#N)cc3)cc2O[C@H]1CN(C)C(=O)Nc1cc(F)ccc1F | 0
49 | COc1ccc(C=C2SC(=S)NC2=O)cc1 | ?
50 | CCN(CC)C(=O)C1=C(C)N(Cc2ccc(C(C)(C)C)cc2)C(=O)C(CC(=O)NC(c2ccccc2)c2ccccc2)C1 (stereo not drawn) | 1
51 | Cc1ccccc1NC(=O)CN1CCN(c2ccc(F)cc2)CC1 | -3
52 | CN(C)CCOC(c1ccccc1)c1ccc(Br)cc1 (stereo not drawn) | -31
53 | C[C@@H]1CN([C@@H](C)CO)C(=O)c2cc(-c3ccncc3)cnc2O[C@H]1CN(C)C(=O)c1cccc(F)c1 | -9
54 | C[C@@H]1CN([C@@H](C)CO)C(=O)CCCn2cc(nn2)CO[C@H]1CN(C)C(=O)CCCN(C)C | 11
55 | CS(=O)(=O)N(CC(=O)N1CCCC1)C1CCCCC1 | -4
56 | COc1ccc(S(=O)(=O)N2CCC(C(=O)NCCC(=O)NCc3cccnc3)CC2)cc1 | 12
57 | O=C(CNc1ccc(C(F)(F)F)cc1)Nc1cccc(S(=O)(=O)N2CCCCC2)c1 | -8
58 | Cc1cc(OC(=O)c2ccc(Cl)cc2Cl)nc(C)n1 | -7
59 | Cc1ccc(Cc2ccccc2C(=O)O)cc1 | -8
60 | O=C(NCC(c1ccco1)N1CCCC1)c1cc(=O)[nH]c2ccccc12 (stereo not drawn) | -2

Rewritten as labelled records: entries from further up
35: O=[N+]([O-])c1cccc(Cn2cnc3c(=S)nc[nH]c32)c1
  RXFP1 antag: -2

57: O=C(CNc1ccc(C(F)(F)F)cc1)Nc1cccc(S(=O)(=O)N2CCCCC2)c1
  RXFP1 antag: -8

60: O=C(NCC(c1ccco1)N1CCCC1)c1cc(=O)[nH]c2ccccc12 (stereo not drawn)
  RXFP1 antag: -2

Going on with the list.
entry | Molecule | RXFP1 antag
61 | FC(F)(F)c1cc(Oc2ccccc2)nc(-c2ccccn2)n1 | -12
62 | O=S(=O)(O)NC1CCCCC1 | -2
63 | Cc1cc(/C=C2/SC(=S)N(c3cccc(Cl)c3)C2=O)c(C)n1-c1cccnc1 | -12
64 | CC(=O)Nc1ccc(S(=O)(=O)N2CCSc3ccccc32)cc1 | -15
65 | CN(C)CCCOC1(Cc2ccccc2)CCCCCC1 | -7
66 | CC(C)C(C(=O)Nc1ccccc1F)N1C(=O)c2ccccc2C1=O (stereo not drawn) | -10
67 | O=C1NC2(c3ccccc3)NC(=O)NC2(c2ccccc2)N1 (stereo not drawn) | 7
68 | COC(=O)c1ccccc1Oc1cc(C(F)(F)F)nc(-c2ccccn2)n1 | -8
69 | Cc1ccc([C@@H]2CC(=O)[C@@H]3CN(S(=O)(=O)c4ccc(C)cc4)[C@H](c4cccc5ccccc45)C[C@@H]3N2S(=O)(=O)c2ccc(Cl)cc2)cc1 | 0
70 | Cc1ccc(S(=O)(=O)/N=C2\C=C(NS(=O)(=O)c3ccc(C)cc3)C(=O)c3ccccc32)cc1 | -2
71 | Cc1sc2nc(SCC(=O)Nc3ccc(Cl)c(C(=O)O)c3)[nH]c(=O)c2c1C | 0
72 | O=C(COC(=O)c1cc(S(=O)(=O)N2CCCCC2)ccc1Cl)NC1CCS(=O)(=O)C1 (stereo not drawn) | 1
73 | Cc1ccn2c(/C=N/OCc3cccc(F)c3)c(-c3ccc(Cl)cc3)nc2c1 | 0
74 | CC1(C)SC2C(NC(=O)C(c3ccccc3)S(=O)(=O)O)C(=O)N2C1C(=O)O (stereo not drawn) | -10
75 | O=C(c1cccs1)c1ccccc1Cc1cccs1 | -13
76 | Cc1ccc(CS(=O)Cc2ccc(C(=O)N3CCN(c4cccc(C)c4C)CC3)o2)cc1 (stereo not drawn) | -32
77 | COc1cc(CN2CCC(C(=O)NC(C)(C)C)CC2)ccc1OCc1ccccc1 | 8
78 | CC(=NO)c1cc(Br)c2cccc3c2c1CC3 | 1
79 | Oc1ccc(Cl)cc1Sc1cc(Cl)ccc1O | ?
80 | Cc1ccccc1NC(=O)CSc1nc2cc3c(cc2cc1C)CCC3 | 12
81 | CCC1(c2ccccc2)NC(=O)N(CC(=O)Nc2ccc3c(c2)CCC3)C1=O (stereo not drawn) | 1
82 | C[C@@H]1CN([C@@H](C)CO)C(=O)c2c(c3ccccc3n2C)-c2ccccc2CO[C@H]1CN(C)S(=O)(=O)c1ccc(C#N)cc1 | 13
83 | COC(=O)C1=NNC(C(=O)OC)C1c1ccccc1 (stereo not drawn) | -4
84 | Cc1cccc(C2c3c(n(C)c(=O)n(C)c3=O)N=C3c4ccccc4C(=O)C32)c1 (stereo not drawn) | 19
85 | C/C(=N\Nc1ccccc1)c1cccs1 | -5
86 | CC(Nc1nc(-c2cccnc2)nc2ccccc12)c1ccccc1 (stereo not drawn) | 2
87 | COc1ccc(CNC(=O)COC(=O)[C@H](Cc2ccccc2)NC(=O)c2cccs2)cc1 | 1
88 | O=C(O)C1=NN(c2cc(Cl)c(S(=O)(=O)O)cc2Cl)C(=O)C1 | 1
89 | CCOc1ccccc1NC(=O)COC(=O)COc1c(Cl)cc(Cl)c2ccc(C)nc12 | -8
90 | Nc1nc(SCc2ccccc2)c2ncn(C3OC(CO)C(O)C3O)c2n1 (stereo not drawn) | 13
91 | Cc1nc2ccccc2nc1CC(O)(c1ccccc1)c1ccccc1 | -9
92 | O=C(CCNS(=O)(=O)c1ccc(Br)cc1)NNC(=O)C1COc2ccccc2O1 (stereo not drawn) | -26
93 | COc1ccc(CCN2CC(C(=O)OC(C)C(=O)Nc3ccc(NC(C)=O)cc3)CC2=O)cc1OC (stereo not drawn) | 2
94 | Cc1cn([C@H]2C[C@H](O)[C@@H](CNCc3ccccc3OCCCN3CCOCC3)O2)c(=O)[nH]c1=O | 2
95 | COc1ccc(C(=O)NCC2CCCCC2)cc1S(=O)(=O)N1CCOCC1 | 2
96 | O=C(Nc1ccc(Nc2ccccc2)cc1)c1ccc(Cl)cc1[N+](=O)[O-] | -8
97 | CN(Cc1nc2ccccc2c(=O)[nH]1)C(=O)c1cccc(S(=O)(=O)N2CCc3ccccc32)c1 | -10
98 | Cc1ccc2c(c1)nnn2C1CCN(CC(=O)NCCc2ccccc2)CC1 | -4
99 | CCC1NC(=O)c2cc3ccccc3cc2-n2c1nc1cc(F)ccc1c2=O (stereo not drawn) | 9
100 | NNC(=O)CC1=NNC(=O)C1 | 7
101 | O=C(COc1ncnc2ccccc12)NC1CCCCC1 | 11
102 | OC(CSc1ccccc1)CN1CCN(c2ccccc2)CC1 (stereo not drawn) | -18
103 | O=C1CSc2ccc(C(=O)NCc3ccccn3)cc2N1 | 5
104 | CCc1noc(C)c1C(=O)OCC(=O)NCc1ccc(Cl)cc1 | 14
105 | COCOCCn1cc(CN2CCS(=O)(=O)N(Cc3ccc(-c4ccc(Cl)c(Cl)c4)cc3)C(C(C)C)C2=O)nn1 (stereo not drawn) | 2
106 | Cc1cccc(N2CCN(C(=O)[C@H](C)N3C(=O)C4CC=CCC4C3=O)CC2)c1C (stereo partly drawn) | -19
107 | Cc1ccc(CCN2CC(C(=O)NC3CCC(C)CC3)CC2=O)cc1 (stereo not drawn) | -2
108 | CCCCN(C(=O)c1cccc(-n2cnnn2)c1)c1c(N)n(CCCC)c(=O)[nH]c1=O | 8
109 | NC(=O)c1ccccc1NC(=O)c1cccc(C(=O)Nc2ccccc2C(N)=O)n1 | -3
110 | CCN(CC)S(=O)(=O)c1ccc(N2CCCC2)c(NC(=O)c2ccc([N+](=O)[O-])o2)c1 | 11
111 | COc1ccc(NC(=O)C[C@H]2C(=O)N(Cc3ccccc3)C[C@@H]2c2ccc(OC)cc2)cc1 | 7
112 | CCc1c(N)nc(N)nc1Nc1ccc(C)c(C)c1 | 0
113 | C[C@H](CO)N1C[C@H](C)[C@H](CN(C)C(=O)Nc2ccc(-c3cccs3)cc2)OCc2cnnn2CCCC1=O | -6
114 | CCCn1c(C)cc(C(=O)CN2C(=O)NC3(CCCCCC3)C2=O)c1C | -7
115 | CC(CC(=O)OCC(=O)NC1CCS(=O)(=O)C1)c1ccccc1 (stereo not drawn) | -10
116 | COc1ccc([C@H]2C[C@H](O)[C@@H](n3cc(COC(=O)c4ccccc4)nn3)CN2Cc2cccs2)cc1 | 2
117 | CSc1ccccc1NC(=O)CN(C)C(=O)CNC(=O)c1ccc(Oc2ccccc2)cc1 | 15

Four entries drawn at random from the list so far:
entry | Molecule | RXFP1 antag
92 | O=C(CCNS(=O)(=O)c1ccc(Br)cc1)NNC(=O)C1COc2ccccc2O1 (stereo not drawn) | -26
107 | Cc1ccc(CCN2CC(C(=O)NC3CCC(C)CC3)CC2=O)cc1 (stereo not drawn) | -2
106 | Cc1cccc(N2CCN(C(=O)[C@H](C)N3C(=O)C4CC=CCC4C3=O)CC2)c1C (stereo partly drawn) | -19
96 | O=C(Nc1ccc(Nc2ccccc2)cc1)c1ccc(Cl)cc1[N+](=O)[O-] | -8

Only part of the results is shown; rates above refer to the full screens.
